# Screening results deposited in PubChem by several laboratories.
# Lmaj promast: reduces viability of Leishmania major promastigotes. inhibition, % at 10 µM. resazurin fluorescence viability. actives 9% (n = 200,000); in the data active means inhibition above about 50%;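 further: promastigotes grown with compound for 44 hours at 28 °C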
# bIAP inh: blocks bovine intestinal alkaline phosphatase activity; inhibition, % at 20 µM; AID 1019; purified bovine IAP, CDP-star luminescence, 30 min; 190,000 tested, under 10 active;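 active means over 50% inhibition of intestinal alkaline phosphatase at 20 µM in the single-dose screen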
#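 test system = bovine IAP enzyme | medium = DEA buffer 100 mM, pH 9.8, with MgCl2 1.0 mM, ZnCl2 0.02 mM | detection = luminescence | dosing = single compound dose of 20 µM, 2% DMSO final | incubation = 30 min reaction at room temperature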
# Redox H2O2 prof: compounds producing H2O2 with reducing agent – biochemical, NIH compound library profiling, artefact control for MLSCN library redox annotation, primary screen. DTT-dependent redox cycling H2O2, phenol red/HRP absorbance; 100% = 100 µM peroxide control, 0% = buffer. activation, % at 10 µM. actives 0.03% (n = 200,000). AID 878;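 active means activation of at least 50% relative to the plate's high and low controls in the primary single-dose screen; inactive means activation below 50%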;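 further: compound incubated with DTT at 0.8 mM final as the reducing agent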
# S1P3 antag: blocks the human S1P3 receptor. Q99500. CHO S1P3 NFAT-BLA reporter, FRET fluorescence, antagonist mode. inhibition, % at 4.98 µM. actives 0.27% (n = 170,000);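 active means inhibition above the plate cutoff, the mean inhibition of test wells on that plate plus 3 SD, cut at about 28% in these data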;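 further: cells challenged with S1P at its EC80 of 0.8 µM; blue over green emission ratio from cleaved BLA substrate after 4 h stimulation; 0% = S1P-stimulated wells and 100% = unstimulated DMSO-only wells; some compounds past the cut are filed as inactive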
# Target sequence (Q99500 whole entry, looked up): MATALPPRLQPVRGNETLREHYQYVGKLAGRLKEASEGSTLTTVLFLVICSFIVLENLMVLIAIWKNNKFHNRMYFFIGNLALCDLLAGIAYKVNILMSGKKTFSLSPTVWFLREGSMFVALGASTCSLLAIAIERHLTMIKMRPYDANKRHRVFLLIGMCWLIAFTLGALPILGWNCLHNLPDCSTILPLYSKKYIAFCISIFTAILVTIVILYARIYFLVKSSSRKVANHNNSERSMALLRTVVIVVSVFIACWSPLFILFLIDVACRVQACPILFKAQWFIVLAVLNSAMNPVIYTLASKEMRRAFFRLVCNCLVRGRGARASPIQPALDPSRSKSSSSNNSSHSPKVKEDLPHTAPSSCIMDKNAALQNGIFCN
# Efa HMGR inh: blocks class II HMG-CoA reductase of Enterococcus faecalis | purified E. faecalis HMGR, NADPH absorbance 340 nm kinetic | inhibition, % at 10 µM | actives 0.41% (n = 190,000) | AID 1066;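 active means inhibition above a set limit, the median over all tested compounds plus 3 SD, cut at about 9.5% in these data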;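 further: enzyme runs in reverse so mevalonate oxidation gives rising NADPH absorbance; 0% = complete reaction with DMSO and 100% = background rate lacking mevalonate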
# PPARg SRC1 recr: promotes SRC-1 coactivator recruitment by human PPARgamma. P37231. PPARgamma-SRC-1 coactivator recruitment biochemical assay. activation, % at 8 µM. actives 0.41% (n = 200,000). AID 631; in the data active means activation above about 19%;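 further: 0% = DMSO and 100% = reference agonist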
# Target sequence (P37231 whole entry, looked up): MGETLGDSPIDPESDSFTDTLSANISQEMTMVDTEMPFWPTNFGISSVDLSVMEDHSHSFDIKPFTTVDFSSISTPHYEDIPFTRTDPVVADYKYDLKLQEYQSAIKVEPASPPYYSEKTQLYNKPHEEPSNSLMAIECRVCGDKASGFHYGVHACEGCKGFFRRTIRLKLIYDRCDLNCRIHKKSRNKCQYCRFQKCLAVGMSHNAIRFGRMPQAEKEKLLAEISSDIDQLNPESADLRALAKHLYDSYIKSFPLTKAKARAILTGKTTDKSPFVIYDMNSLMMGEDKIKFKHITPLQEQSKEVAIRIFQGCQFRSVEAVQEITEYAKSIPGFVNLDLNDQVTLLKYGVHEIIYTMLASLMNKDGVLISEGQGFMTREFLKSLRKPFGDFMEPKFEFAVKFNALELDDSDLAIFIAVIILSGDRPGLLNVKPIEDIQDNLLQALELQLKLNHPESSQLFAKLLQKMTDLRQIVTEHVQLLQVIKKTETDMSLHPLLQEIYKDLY
# ROMK primary: modulates human ROMK potassium channel activity; P48048; Tet-inducible ROMK, thallium flux fluorescence; actives lie on both sides; B-score at 10 µM; actives 2% (n = 130,000);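 active means signal ratio slope over the read window, or its plate-corrected B-score, at least 3 SD from the plate mean, either direction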;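 further: B-score of the F/F0 ratio slope over 7 to 12 s after thallium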
# PPARg SRC-2 ag: promotes SRC-2 coactivator recruitment by human PPARgamma. P37231. PPARgamma LBD-SRC-2 recruitment, biochemical. activation, % at 8 µM. actives 0.34% (n = 200,000). AID 1032; in the data active means activation above about 22%;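 further: 0% = vehicle and 100% = reference agonist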
# PPARg SRC3 recr: promotes SRC-3 coactivator recruitment by human PPARgamma | P37231 | AID 731 | biochemical PPARgamma/SRC-3 coactivator recruitment assay | activation, % at 8 µM | actives 0.26% (n = 200,000); in the data active means activation above about 23%;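 further: 0% = DMSO and 100% = reference agonist; some compounds past the cut are filed as inactive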
# RAM network inh: yeast RAM network inhibition. actives 1.8% (n = 190,000). S. cerevisiae dse1pr::URA3 reporter, 5-FOA growth OD615, 2 d; analog-sensitive cbk1-as2 kinase mutant strain. inhibition, % at 50 µM;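 active means inhibition above a set limit, 3 SD over mean compound inhibition, cut at about 8.4% in these data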;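 further: 0% = DMSO-only wells with no growth and 100% = 10 µM 1-NA-PP1 full growth; inhibition rescues growth on 5-FOA so higher OD means more RAM inhibition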
# TR-FRET SRC-2 ct: counter-screen for PPARgamma SRC-2 recruitment agonists: TR-FRET artefact. hits give high values. TR-FRET ratio at 8 µM. actives 0.4% (n = 200,000); in the data active means TR-FRET ratio above about 2000; further: inactives centre near 1500
# * hit, by the source's call; / = not tested or not shown.
SMILES,Lmaj promast,bIAP inh,Redox H2O2 prof,S1P3 antag,Efa HMGR inh,PPARg SRC1 recr,ROMK primary,PPARg SRC-2 ag,PPARg SRC3 recr,RAM network inh,TR-FRET SRC-2 ct
O=C1CC(SC(=Nc2ccccc2)Nc2ccccc2)C(=O)N1c1ccc(Cl)c(Cl)c1 (stereo not drawn),66*,-3,-0.6,13,-4,9,0.44,21,2,2.0,1759
O=C(NCc1ccccn1)c1ccc(/C=N/O)nc1,0,-2,0.1,12,-2,-7,0.45,-3,-4,1.3,1425
CCOc1ccccc1Oc1c(C)oc2c(CN3CCN(CCO)CC3)c(O)ccc2c1=O,27,3,-1.0,-52,-5,5,0.49,5,2,2.1,1545
Cc1ccc(C2CC(c3ccc(NS(C)(=O)=O)cc3)=NN2C(=O)c2ccco2)cc1 (stereo not drawn),-4,-3,-0.2,13,-6,-1,0.028,3,-4,3.6,1497
Cc1ccccc1NC(=O)c1cccc(Cn2cc(Br)c([N+](=O)[O-])n2)c1,17,10,-3.6,/,5,1,/,1,6,-0.5,1621
CCSc1ccc(NC(=O)c2cccnc2)cc1,-3,6,2.8,/,-3,-3,/,9,-2,1.3,1646
COc1ccc(NC(=O)c2cncc(Br)c2)cc1S(N)(=O)=O,-4,-13,-0.3,-6,-1,11,-0.34,2,1,-0.5,1646
CC1Oc2ccccc2OC1(O)c1ccccn1 (stereo not drawn),-4,0,-0.8,-14,-4,7,-0.024,5,2,2.2,1779
CC(C)OC(=O)/C(C#N)=C\c1cccnc1,-6,2,-0.9,6,0,-1,-0.015,2,0,1.2,1653
Cc1c(/C=N/NC(=O)c2ccc(O)cc2)c2ccccn2c1C(=O)c1ccc(F)cc1,92*,3,4.6,-11,-2,-7,-1.4,3,-2,4.2,1489
O=C(Cn1nc(-c2cccc(Cl)c2)ccc1=O)Nc1ccc(C(=O)NC2CC2)cc1,-3,3,-0.9,-2,-2,-7,0.56,-2,1,2.1,1487
COc1cccc(/C=C/C(=O)OCC(=O)Nc2ccc(Cl)c(S(=O)(=O)N(C)C)c2)c1,-9,11,-1.1,1,-6,4,0.75,2,0,8.5*,1607
O=C(COC(=O)c1ccccc1Oc1ccccc1)NCc1ccco1,-7,0,-2.5,/,-3,6,/,12,-1,2.6,1620
O=C(O)CCC(=O)Nc1nc2ccccc2s1,-1,5,0.3,/,-1,-2,-0.099,-10,-2,1.3,1373
COCc1nc2ccccc2n1Cc1ccccc1,2,13,0.2,/,3,8,-1.1,9,16,0.4,1585
Cc1c(C(=O)Oc2ccc(F)cc2)sc2ncn(Cc3cccc(F)c3)c(=O)c12,51*,6,0.6,6,-5,-6,1,-7,0,1.2,1516
Cc1ccccc1C=Nc1ccccc1C(N)=O,8,-6,0.1,9,0,0,2.8*,6,-3,2.4,1559
NNc1nc(-c2ccccc2)c2ccccc2n1,-4,/,0.5,6,-5,4,0.54,-1,-3,1.7,1573
CCOC(=O)CNC(=S)N(Cc1cccs1)C1CCCCC1,2,6,-0.7,-14,-4,-2,0,10,-1,0.2,1509
CC(=O)Nc1ccc(C2=NNC(=NCC3CCCO3)SC2)cc1 (stereo not drawn),-6,2,0.0,-3,2,3,/,8,6,3.5,1739
Cc1cnc(C(=O)NCc2ccc(Cl)cc2Cl)cn1,-7,-12,0.0,6,1,6,0.66,3,2,1.6,1715
O=C(NCc1ccco1)c1sc2cc(F)ccc2c1Cl,-4,31,-0.6,/,0,6,-0.61,4,8,1.5,1535
CCOc1ccc(CC(C(N)=O)C(N)=O)cc1,-4,-36,-2.4,-11,-3,4,-0.73,8,4,2.0,1686
CCC1(CC)NC(=O)N(CC(=O)OCC(=O)Nc2sccc2C#N)C1=O,3,0,0.4,-20,-1,4,0.58,0,5,-0.5,1647
CC(C)Cn1cc(C(=O)NCC2CCCO2)c2c3ccccc3n(C)c2c1=O (stereo not drawn),-2,9,1.1,-35,1,3,0.044,1,17,1.9,1514

# At a glance, part of the list above:
SMILES,Lmaj promast,bIAP inh,Redox H2O2 prof,S1P3 antag,Efa HMGR inh,PPARg SRC1 recr,ROMK primary,PPARg SRC-2 ag,PPARg SRC3 recr,RAM network inh,TR-FRET SRC-2 ct
COCc1nc2ccccc2n1Cc1ccccc1,2,13,0.2,/,3,8,-1.1,9,16,0.4,1585
Cc1c(C(=O)Oc2ccc(F)cc2)sc2ncn(Cc3cccc(F)c3)c(=O)c12,51*,6,0.6,6,-5,-6,1,-7,0,1.2,1516
Cc1ccccc1C=Nc1ccccc1C(N)=O,8,-6,0.1,9,0,0,2.8*,6,-3,2.4,1559
NNc1nc(-c2ccccc2)c2ccccc2n1,-4,/,0.5,6,-5,4,0.54,-1,-3,1.7,1573
CCOC(=O)CNC(=S)N(Cc1cccs1)C1CCCCC1,2,6,-0.7,-14,-4,-2,0,10,-1,0.2,1509
CC(=O)Nc1ccc(C2=NNC(=NCC3CCCO3)SC2)cc1 (stereo not drawn),-6,2,0.0,-3,2,3,/,8,6,3.5,1739
Cc1cnc(C(=O)NCc2ccc(Cl)cc2Cl)cn1,-7,-12,0.0,6,1,6,0.66,3,2,1.6,1715
O=C(NCc1ccco1)c1sc2cc(F)ccc2c1Cl,-4,31,-0.6,/,0,6,-0.61,4,8,1.5,1535
CCOc1ccc(CC(C(N)=O)C(N)=O)cc1,-4,-36,-2.4,-11,-3,4,-0.73,8,4,2.0,1686
CCC1(CC)NC(=O)N(CC(=O)OCC(=O)Nc2sccc2C#N)C1=O,3,0,0.4,-20,-1,4,0.58,0,5,-0.5,1647
CC(C)Cn1cc(C(=O)NCC2CCCO2)c2c3ccccc3n(C)c2c1=O (stereo not drawn),-2,9,1.1,-35,1,3,0.044,1,17,1.9,1514

# Next results.
SMILES,Lmaj promast,bIAP inh,Redox H2O2 prof,S1P3 antag,Efa HMGR inh,PPARg SRC1 recr,ROMK primary,PPARg SRC-2 ag,PPARg SRC3 recr,RAM network inh,TR-FRET SRC-2 ct
CN(CCC#N)C(=O)COC(=O)c1ccc2[nH]c3c(c2c1)CCCC3,7,0,-1.3,-2,2,-4,0.55,5,5,0.9,1462
O=C(CN1CCC(c2nc3ccccc3[nH]2)CC1)NCc1ccc2c(c1)OCO2,0,4,2.2,-18,-4,4,/,18,1,-0.5,1546
Cn1c(N)c(C(=O)COC(=O)CCC(=O)c2cccs2)c(=O)n(C)c1=O,-7,11,1.8,7,-4,1,0.52,1,-3,1.6,1463
Cc1cc(C)n(-c2ccc(Cl)c(Cl)c2)n1,0,-4,-0.7,-9,-4,-2,-0.88,-4,1,0.0,1338
COc1ccc(CCN2C(=O)C(O)=C(C(=O)c3ccco3)C2c2cccs2)cc1OC (stereo not drawn),-5,3,2.3,2,-2,10,0.54,9,9,5.9,1539
Cc1ccc(S(=O)(=O)NCC2CCCO2)cc1[N+](=O)[O-] (stereo not drawn),23,2,-0.4,4,-3,2,/,-6,2,0.0,1556
Cc1cc(C(=O)OCC(=O)NCc2cccs2)c2ccccc2n1,1,-15,-0.3,-8,-4,7,-0.77,2,7,0.0,1681
COc1ccc(OCC(=O)NNC(=O)c2nn(C)c(=O)c3ccccc23)cc1,-2,-6,-0.1,-1,-2,-5,0.34,-2,1,0.5,1582
CCCN(Cc1ccccc1)S(=O)(=O)c1ccc(N2C(=O)CCC2=O)cc1,0,-6,0.2,11,-7,7,/,-2,2,3.0,1585
CCC(C)C(NC(=O)C(C)NC(=O)CNC(=O)CNC(=O)OCc1ccccc1)C(=O)OC (stereo not drawn),-6,-46,0.3,/,3,7,0.034,1,7,1.7,1514
CCOc1ccc(N2C(=O)CC(NCC3CCCO3)C2=O)cc1 (stereo not drawn),0,2,-0.3,-9,-1,-6,0.51,-5,-4,0.0,1412
CCOc1ccc2oc(C(=O)Nc3ccc(N4CCOCC4)cc3)c(C)c2c1,-4,11,-2.0,/,3,0,0.52,1,-4,4.6,1756
Cc1ccc(OCc2nnc(SCC(=O)c3cccc([N+](=O)[O-])c3)n2C)cc1,0,5,1.7,/,-3,-4,/,0,3,4.0,1415
O=C(c1cccc2ccccc12)N1CCC(N2CCN(c3ccccc3)CC2)CC1,95*,-5,5.9,/,1,4,-0.84,4,3,0.8,1795
COC(=O)CNC(=S)NC(=O)c1ccc(C(C)(C)C)cc1,1,18,-0.1,-4,-1,0,-1,-3,-5,-0.8,1539
Cc1nn(CCCC(=O)N2CCc3ccccc3C2)c(=O)c2cc3sccc3n12,-8,-10,-0.3,-40,2,9,/,4,-6,0.6,1677
Cc1nc(SC2CC(=O)N(c3ccccc3)C2=O)nc2c1CCCC2 (stereo not drawn),8,8,-3.5,-23,/,4,-0.35,8,6,7.3,1688
Cc1ccc(C(=O)COC(=O)CN2C(=O)C3C4CCC(C4)C3C2=O)cc1[N+](=O)[O-] (stereo not drawn),-8,13,0.2,1,1,-1,/,2,-1,1.3,1569
CCOC(=O)CCCCC(=O)c1[nH]c(=O)[nH]c1Cn1cnc2ccccc21,-13,-10,-3.7,0,-4,4,/,-4,3,0.7,1492
O=C(Cc1ccccc1)Nc1nc(-c2cccc([N+](=O)[O-])c2)cs1,-2,16,3.8,-1,-1,-2,/,-9,-2,5.5,1436
CCOc1ccccc1C(=O)N(Cc1ccco1)C1CCS(=O)(=O)C1 (stereo not drawn),5,-3,-0.2,-21,-10,0,0.91,-3,-3,1.5,1412
Fc1ccc(Sc2cc(Cl)c(-c3ccccc3)nn2)cc1,14,3,2.2,/,-3,0,/,0,-8,3.9,1482
COCCN(CCOC)S(=O)(=O)c1ccc(C(=O)NC2CCN(Cc3ccccc3)CC2)cc1,25,41,-2.3,-23,-3,2,/,2,0,2.8,1523
Cc1cccc(NC2=C(NC(=O)c3ccccc3)C(=O)c3ccccc3C2=O)c1,52*,43,3.3,16,1,4,/,-3,4,2.0,1669
CCC(=O)Nc1cccc(NC(=O)c2ccccc2Cl)c1,-5,6,-0.1,-24,-3,13,-0.24,13,0,3.8,1652
O=C1C2CCCN2C(c2ccc(F)c(F)c2)N1c1cccc(Cl)c1 (stereo not drawn),-1,0,-1.2,12,-11,-5,/,1,-14,-0.5,1433
CCOC(=O)COn1c(=O)c(-c2cc3ccccc3o2)[n+]([O-])c2ccccc21,0,5,-0.1,/,-7,2,/,4,2,5.5,1440
CCN=C1S/C(=C\c2ccc(OC)c(OCC)c2)C(=O)N1CC,70*,6,-0.3,-10,-7,6,1.5,2,1,2.8,1811
CC(C)C(NC(=O)OCc1ccccc1)C(=O)NCc1ccc(C(=O)O)cc1 (stereo not drawn),-2,-1,0.0,-1,6,0,-0.57,1,3,1.9,1422
